Bioassay records: PubChem, several laboratories
E-sel TNF inh: TNF alpha driven E-selectin expression inhibition. actives 0.71% (n = 120,000). AID 1246. HUVEC TNFa-induced E-selectin immunofluorescence, high content. inhibition, % at 2 µM;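 active means inhibition above the batch mean plus 3 SD, and confirmed as a hit on visual image review, cut at about 43% in these data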;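 further: 0% = TNF-stimulated DMSO wells and 100% = unstimulated control wells; not every result past the cut was called active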
bCat KO growth: beta-catenin-lacking colon tumor cell growth suppression; viability, % at 10 µM; AID 818; actives 1.5% (n = 140,000); HCT116 beta-catenin knockout viability, CellTiter-Glo, 60 h; active compounds read low;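 active means viability at or under a set limit, the compound median less 4 SD, cut at about 6% in these data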;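 further: 0% = Hyamine 1622 control at 20 µM and 100% = untreated cell control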
Yeast growth inh: yeast BB579 growth reduction in restrictive medium. inhibition, % at 10 µM. actives 0.51% (n = 140,000). S. cerevisiae BB579 growth, OD615, 48 h. AID 804;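 active means inhibition above a set limit, 3 SD over the mean compound inhibition, cut at about 44% in these data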; further: inactives centre near -24
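System: Saccharomyces cerevisiae DeaD strain BB579, replicative lifespan model yeast | Buffer or medium: Restrictive glucose-based CSMM-D medium | Times: 4 h preincubation and 48 h exposure at 30 °C | Detection: OD615 turbidity measurement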
GALR2 blocker: antagonists of human galanin receptor 2 (GALR2). O43603. GALR2-expressing cells, antagonist mode. inhibition, % at 4 µM. actives 0.39% (n = 140,000). AID 828; in the data active means inhibition above about 27%;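 further: cells stimulated with galanin 1-16 at roughly its EC80; 0% = agonist challenge control and 100% = basal control without agonist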
Target sequence (O43603 whole entry, looked up): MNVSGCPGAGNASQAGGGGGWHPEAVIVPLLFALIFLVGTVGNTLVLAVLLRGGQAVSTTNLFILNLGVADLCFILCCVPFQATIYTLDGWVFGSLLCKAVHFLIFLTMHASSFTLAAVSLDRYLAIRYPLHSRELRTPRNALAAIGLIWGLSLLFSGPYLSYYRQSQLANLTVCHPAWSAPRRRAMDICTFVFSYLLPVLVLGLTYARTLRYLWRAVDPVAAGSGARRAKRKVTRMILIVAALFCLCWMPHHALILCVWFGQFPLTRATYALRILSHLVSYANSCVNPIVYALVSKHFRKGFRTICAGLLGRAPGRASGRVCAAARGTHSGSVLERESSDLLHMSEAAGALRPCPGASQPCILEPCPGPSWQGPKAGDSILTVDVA
Phagocytosis inh: inhibitors of macrophage phagocytosis; J774A.1 macrophage IgG-bead phagocytosis, imaging; inhibition, % at 5 µM; actives 0.07% (n = 110,000);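 active means inhibition above the mean of the plate negative controls plus 5 SD, cut at about 13% in these data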;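 further: phagocytic index as fraction of beads internalized from green versus red external bead signal; plate controls were DMSO negative control for no effect and cytochalasin-D positive control for full effect; some results beyond the cut were filed as inactive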
MRP-1 activ: activates MRP-1 | H69AR cells + doxorubicin, viability rescue, CellTiter-Glo | viability increase, % at 10 µM | actives 0.61% (n = 140,000);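 active means viability gain under doxorubicin at or above a set limit, the compound median plus 3 SD, cut at about 4.7% in these data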;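 further: MRP-1 overexpressing cells given doxorubicin 25 µM after compound pretreatment; 18-22 h compound pretreatment then 72 h with doxorubicin before readout; 0% = doxorubicin-only wells and 100% = vehicle-treated cells without doxorubicin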
Measles CPE: protection of cells from measles virus; Measles virus-infected cells, CPE protection, absorbance; protection (pct of control), % at 4 µM; actives 1.5% (n = 140,000); AID 841; in the data active means protection mostly above about 24%, no sharp cut-off; inactive means mostly below about 26%; further: some compounds called inactive have numbers as strong as hits
Yeast life ext: yeast lifespan extension; S. cerevisiae growth with nicotinamide, OD615; deaD strain in restrictive glucose medium; inhibition of the nicotinamide effect, % at 10 µM; actives 0.68% (n = 130,000);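 active means inhibition above a set limit, placed 3 SD over the median of all compounds, cut at about 26% in these data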;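 further: 0% = nicotinamide-treated wells and 100% = cells grown without nicotinamide; some compounds called inactive have numbers as strong as hits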
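Assay system: engineered S. cerevisiae DeaD replicative-lifespan strain, galactose-grown log-phase cells; Buffer or medium: CSMM-D glucose medium, restrictive; Probe or stimulus: nicotinamide 1.5 mM; Compound: single dose 10 µM compound, 0.25% DMSO; Schedule: 4 h preincubation then 48 h treatment at 30 °C; Technique: OD615 measurement.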
HCT116 PTEN-null: PTEN-deleted cell growth suppression; HCT116 PTEN-null viability, CellTiter-Glo, 60 h; active compounds read low; viability, % at 10 µM; actives 1.2% (n = 140,000); AID 827;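 active means viability at or below a set limit, 4 SD under the median of all tested compounds, cut at about 3.7% in these data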;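 further: PTEN knockout HCT116 line with beta catenin targeted HCT116 as companion control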
NPY-Y2 antag: blocks the human neuropeptide Y Y2 receptor. P49146. NPY-Y2 expressing cells, antagonist mode. inhibition, % at 2.7 µM. actives 0.99% (n = 140,000). AID 793; in the data active means inhibition above about 17%;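 further: 0% = vehicle with agonist challenge and 100% = reference antagonist with challenge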
Target sequence (P49146 whole entry, looked up): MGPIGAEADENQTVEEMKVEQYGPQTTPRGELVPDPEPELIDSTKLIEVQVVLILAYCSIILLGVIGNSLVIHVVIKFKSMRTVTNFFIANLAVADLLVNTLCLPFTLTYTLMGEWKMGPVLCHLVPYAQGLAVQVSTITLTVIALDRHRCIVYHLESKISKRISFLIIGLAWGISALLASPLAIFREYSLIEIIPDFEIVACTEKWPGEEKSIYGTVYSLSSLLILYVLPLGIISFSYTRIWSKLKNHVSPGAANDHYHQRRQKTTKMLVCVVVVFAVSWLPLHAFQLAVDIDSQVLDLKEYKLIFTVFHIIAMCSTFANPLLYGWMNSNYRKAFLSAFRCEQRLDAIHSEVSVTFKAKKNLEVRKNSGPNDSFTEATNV
An asterisk follows results filed as active; . = no result given.

no.	SMILES	E-sel TNF inh	bCat KO growth	Yeast growth inh	GALR2 blocker	Phagocytosis inh
1	Cc1onc(-c2ccccc2)c1C(=O)Nc1sc2c(c1C(N)=O)CCC2	-24	80	-45	-8	-3
2	O=C(NCCCO)/C(=C\C=C\c1ccccc1)NC(=O)c1ccccc1Cl	.	94	-43	2	-12
3	O=C(CSc1nc2ccccc2c(=O)n1Cc1ccc(C(=O)NC2CC2)cc1)NCc1ccco1	.	87	-85	19	-1
4	CCc1nnc(NC(=O)C(C)N2C(=O)C3C4C=CC(C4)C3C2=O)s1 (stereo unspecified)	-13	84	-14	10	0
5	COc1ccc(CCNC(=O)C2CCCN2C(=O)Nc2cccc(C(C)=O)c2)cc1OC (stereo unspecified)	.	88	-9	-15	0
6	CCCCCn1c(CN2CCN(CCO)CC2)nc2c1c(=O)n(C)c(=O)n2C	.	100	-44	-14	-1
7	CCCc1[nH][nH]c(=O)c1C(c1ccccc1)C(C#N)C#N (stereo unspecified)	12	97	-70	-3	-1
8	COc1ccc(NS(=O)(=O)c2ccc(NC(=S)NC(=O)c3ccc(Br)cc3)cc2)nn1	17	105	-26	-13	-12

no.	MRP-1 activ	Measles CPE	Yeast life ext	HCT116 PTEN-null	NPY-Y2 antag
1	-1.6	18	-15	86	1
2	-1.3	20	3	92	1
3	-1.5	5	9	98	3
4	8.2*	6	-2	88	-1
5	-2.0	6	-11	91	-1
6	-2.4	20	-5	98	3
7	-0.6	3	35	100	6
8	-2.6	17	4	100	2

Carrying on:
no.	SMILES	E-sel TNF inh	bCat KO growth	Yeast growth inh	GALR2 blocker	Phagocytosis inh
9	CCOC(=O)C1CN(c2cc3c(cc2F)c(=O)c(C(=O)O)cn3CC)OC1C(=O)OCC (stereo unspecified)	.	103	-15	10	-3
10	Cc1cnc(NC(=O)CSc2ncc(-c3ccccc3)n2Cc2ccco2)s1	5	84	-1	3	1
11	CC1CCC(NC(=O)c2cnccn2)CC1 (stereo unspecified)	6	107	-23	-10	.
12	COc1ccc(/C=C(/NC(=O)c2ccccc2)C(=O)N/N=C/c2ccc3c(c2)OCO3)cc1OC	-8	81	-16	-4	.
13	CCCn1nc(NC(=O)c2ccncc2)c2cc3ccccc3nc21	11	94	-65	-3	-1
14	Cc1c(NC(=O)c2ccc3c(c2)OCO3)c(=O)n(-c2ccccc2)n1C	2	95	-11	-12	-3
15	CC(C)c1ccc(-c2noc(C3CCCN(S(C)(=O)=O)C3)n2)cc1 (stereo unspecified)	13	36	-49	1	-1
16	CC(OC(=O)CNC(=O)c1ccccc1F)C(=O)Nc1nc(-c2ccccc2)cs1 (stereo unspecified)	-10	88	-49	7	3

no.	MRP-1 activ	Measles CPE	Yeast life ext	HCT116 PTEN-null	NPY-Y2 antag
9	1.0	30	-3	108	5
10	-2.4	12	-1	72	13
11	-0.3	15	-3	105	2
12	-1.4	15	-7	83	8
13	-0.8	7	-13	93	2
14	-3.1	12	-5	92	1
15	3.0	5	-4	50	5
16	1.6	4	-7	105	3

Next part.
no.	SMILES	E-sel TNF inh	bCat KO growth	Yeast growth inh	GALR2 blocker	Phagocytosis inh
17	CCN(CC)Cc1cc(C(C)=O)ccc1OCC(C)C	-1	92	17	-4	0
18	Cc1cccc(Nc2nc(N)nc(CC(=O)CSc3ccc(Cl)cc3)n2)c1	.	25	-8	2	.
19	CCn1nnc(NC(=O)C(C)Oc2ccc(Cl)cc2Cl)n1 (stereo unspecified)	9	94	24	-2	0
20	COc1ccc(N2CCN(S(=O)(=O)c3ccc(Cl)c(C(F)(F)F)c3)CC2)cc1	18	92	-23	0	0
21	Cc1ccc(/C=C/C(=O)N2CCN(c3ccc(F)cc3)CC2)o1	0	73	-20	-2	-3
22	CCOC(=O)CN1C(=O)N[C@@H](c2ccccc2)C(C(=O)OC)=C1C	18	93	-8	-9	.
23	Clc1ccc(C2Nc3ccccc3-n3cccc32)cc1 (stereo unspecified)	.	72	-8	6	0
24	Cc1[nH]n(C(C)(C)C)c(=O)c1Sc1ccc(Cl)cc1	18	98	3	4	.

no.	MRP-1 activ	Measles CPE	Yeast life ext	HCT116 PTEN-null	NPY-Y2 antag
17	-2.2	5	-5	94	6
18	-3.4	3	-2	14	1
19	-2.6	16	-5	94	3
20	-1.4	20	0	85	2
21	-1.3	11	-5	87	3
22	-0.6	12	0	95	0
23	-4.1	9	-5	68	3
24	0.8	9	-10	90	2

Next section:
no.	SMILES	E-sel TNF inh	bCat KO growth	Yeast growth inh	GALR2 blocker	Phagocytosis inh
25	Cc1[nH]c2ccccc2c1C(=O)CN1C(=O)NC(C)(c2ccc(Cl)cc2Cl)C1=O (stereo unspecified)	.	56	-20	-39	2
26	CC(=O)Nc1c(C)ccc(CNC(=O)COc2cc(C)ccc2C)c1C	.	94	-46	7	-5
27	CCOc1ccc(OCC)c(NC(=O)C2CCN(S(=O)(=O)c3c(C)noc3C)CC2)c1	8	88	-46	-17	0
28	Cc1cc2cc3c(cc2nc1SCC(=O)O)OCCO3	.	92	-16	-4	-2
29	COc1ccc(C)cc1NS(=O)(=O)c1ccc(NC(=O)CN(c2cc([N+](=O)[O-])ccc2C)S(C)(=O)=O)cc1	-7	40	-22	2	5
30	CCc1c(C)c2c(C)nn(-c3ccccc3)c2[nH]c1=O	4	84	-7	12	0
31	CCCn1c(=N)c(C#N)cc2c(=O)n3ccccc3nc21	9	73	-60	8	1
32	N#CC(c1ccccc1F)(c1ncc(C(F)(F)F)cc1Cl)N1CCOCC1 (stereo unspecified)	-8	105	-38	-12	.

no.	MRP-1 activ	Measles CPE	Yeast life ext	HCT116 PTEN-null	NPY-Y2 antag
25	-4.3	7	-8	45	-5
26	-1.1	15	4	107	3
27	-1.2	12	2	108	1
28	-4.9	2	-21	103	3
29	-5.2	16	3	34	-3
30	-0.4	1	-14	91	2
31	-2.5	2	5	96	3
32	0.2	13	-8	103	-1

Next section
no.	SMILES	E-sel TNF inh	bCat KO growth	Yeast growth inh	GALR2 blocker	Phagocytosis inh
33	CCOC(=O)NC1(Nc2ccc(Cl)cn2)Oc2ccccc2O1	5	88	5	-10	.
34	CC(C)(C)c1ccc(OCCON2C(=O)CCC2=O)c(Cl)c1	2	92	-56	-5	-1
35	c1ccc2c(NC3=NCCCCS3)cccc2c1	-6	73	1	6	.
36	Cc1cccc(NC(=O)c2cc(NC(=O)CCCC(=O)O)ccc2Cl)n1	27	99	-7	-3	.
37	O=C(Oc1cccc2c(OC(=O)N3CCOCC3)cccc12)N1CCOCC1	9	93	-11	5	1
38	COc1ccc(NC(=O)c2ccc(-c3ccccc3)cc2)cc1NS(=O)(=O)c1ccc(F)cc1	54	53	-22	12	-5
39	COc1ccc(CCNC(=O)C2CCN(S(=O)(=O)N3CCCCC3)CC2)cc1OC	.	87	-17	-3	0
40	CCCn1nc(Oc2nc(SC)nc(N(C)C)n2)ccc1=O	.	94	-16	3	-1

no.	MRP-1 activ	Measles CPE	Yeast life ext	HCT116 PTEN-null	NPY-Y2 antag
33	-6.5	7	-25	87	0
34	-0.7	3	-6	.	9
35	-4.6	4	.	73	6
36	0.3	12	1	105	4
37	-0.3	6	-24	88	2
38	-0.7	18	0	53	0
39	-1.9	23	-3	95	3
40	-3.1	2	-6	94	2

New compounds follow:
no.	SMILES	E-sel TNF inh	bCat KO growth	Yeast growth inh	GALR2 blocker	Phagocytosis inh
41	O=c1c2ccccc2nc(N2CCN(c3ccccc3)CC2)n1Cc1ccccc1	4	72	-87	-4	-1
42	CC(C)CCn1cnc2c(c1=O)c1nc3ccccc3nc1n2Cc1ccc2c(c1)OCO2	-2	79	-22	14	0
43	Brc1ccc(-c2ncc(-c3ccccc3)cn2)cc1	-5	92	-87	-5	1
44	Cc1c(S(=O)(=O)N2CCN(C(=O)c3ccco3)CC2)c(=O)n(C)c(=O)n1C	.	96	-72	4	-1
45	Cc1sc2ncnc(NCC3COc4ccccc4O3)c2c1C (stereo unspecified)	.	15	17	39*	-10
46	CCC(CC)C(=O)Oc1c(Sc2ccccc2[N+](=O)[O-])c(C)nn1C(C)(C)C	-9	92	3	-8	1
47	O=C(O)c1ccc(NS(=O)(=O)c2cccc3cccnc23)cc1	.	92	-3	-2	0
48	COc1ccc(/C=C/C(=O)NC(=S)Nc2ccc(S(=O)(=O)Nc3nccnc3OC)cc2)cc1	0	88	-41	6	.

no.	MRP-1 activ	Measles CPE	Yeast life ext	HCT116 PTEN-null	NPY-Y2 antag
41	-1.8	4	-9	77	12
42	-4.5	2	-4	80	-1
43	0.4	9	-8	97	0
44	-1.0	9	-8	108	2
45	-0.1	6	1	18	9
46	-1.8	3	-2	103	4
47	-0.6	12	-4	95	3
48	-1.2	20	-1	104	-2

As entered above.
Result of O=c1c2ccccc2nc(N2CCN(c3ccccc3)CC2)n1Cc1ccccc1 under Measles CPE: 4
Result of CCC(CC)C(=O)Oc1c(Sc2ccccc2[N+](=O)[O-])c(C)nn1C(C)(C)C under bCat KO growth: 92

As a working copy, 2 of the compounds above:
no.	SMILES	E-sel TNF inh	bCat KO growth	Yeast growth inh	GALR2 blocker	Phagocytosis inh
41	O=c1c2ccccc2nc(N2CCN(c3ccccc3)CC2)n1Cc1ccccc1	4	72	-87	-4	-1
42	CC(C)CCn1cnc2c(c1=O)c1nc3ccccc3nc1n2Cc1ccc2c(c1)OCO2	-2	79	-22	14	0

no.	MRP-1 activ	Measles CPE	Yeast life ext	HCT116 PTEN-null	NPY-Y2 antag
41	-1.8	4	-9	77	12
42	-4.5	2	-4	80	-1

4 compounds from above, showing only Yeast life ext.
#	Molecule	Yeast life ext
22	CCOC(=O)CN1C(=O)N[C@@H](c2ccccc2)C(C(=O)OC)=C1C	0
23	Clc1ccc(C2Nc3ccccc3-n3cccc32)cc1 (stereo unspecified)	-5
24	Cc1[nH]n(C(C)(C)C)c(=O)c1Sc1ccc(Cl)cc1	-10
25	Cc1[nH]c2ccccc2c1C(=O)CN1C(=O)NC(C)(c2ccc(Cl)cc2Cl)C1=O (stereo unspecified)	-8

(next part)
no.	SMILES	E-sel TNF inh	bCat KO growth	Yeast growth inh	GALR2 blocker	Phagocytosis inh
49	O=C(NC1(C(F)(F)F)NC(=O)N(CC2CCCCC2)C1=O)c1ccco1 (stereo unspecified)	.	106	-48	0	-1
50	Cc1cccc(C(=O)NNC(=O)c2cc3cc4ccccc4nc3s2)c1	3	84	-55	3	.
51	COC(=O)C(NNc1ccccc1C)(NC(=O)c1ccc(F)cc1)C(F)(F)F (stereo unspecified)	35	79	-90	1	1
52	CCOC(=O)C1=C(C)NC2=C(C(=O)C(C(=O)OCC)C(c3ccco3)C2)C1c1ccccn1 (stereo unspecified)	16	95	-5	4	-2
53	O=C(COC(=O)CCCN1C(=O)c2ccccc2C1=O)Nc1ncc(Cl)cc1Cl	6	100	-11	-35	0
54	CC(=O)Nc1cccc(Oc2cnc3ccccc3n2)c1	38	93	-51	7	.

no.	MRP-1 activ	Measles CPE	Yeast life ext	HCT116 PTEN-null	NPY-Y2 antag
49	-0.5	16	-6	105	-4
50	-1.9	5	-10	90	5
51	-0.8	8	14	84	6
52	-3.1	50*	-11	91	1
53	-0.9	14	-7	99	6
54	-3.1	4	-16	95	7
